Source: PubChem (National Center for Advancing Translational Sciences (NCATS))
Pf growth 96h = Primary qHTS for delayed death inhibitors of the malarial parasite plastid, 96 hour incubation; P. falciparum luciferase reporter growth, 96 h; Potency, µM (top dose mostly 28.7 µM), for inactives: at the highest dose activity change, negative = inhibition, most hits filed as inhibitors; 6.9% of 320,000 active; further: potency means the concentration at half of the fitted maximal effect; on the % scale 0 is the no-effect control and ±100 the full control effect
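Luminescence readout: decreased luciferase signal marks inhibited growth of reporter-expressing P. falciparum in infected red cells (2% hematocrit, 0.05% parasitemia final), exposed to compound two generations (96 h, 37 C, 5% CO2).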
Cycloheximide cs = Cycloheximide Counterscreen for Small Molecule Inhibitors of Shiga Toxin; max response, %; cell reporter, cycloheximide protein synthesis inhibition counterscreen; 12% of 300,000 active; in the data active means max response mostly above about 13%, no sharp cut-off; inactive means mostly below about 14%; further: read at 38.3 µM for the half of the compounds with a filed dose; 0% is about no effect
Pf growth 48h = Primary qHTS for delayed death inhibitors of the malarial parasite plastid, 48 hour incubation; 5.9% of 310,000 active; P. falciparum luciferase growth in erythrocytes, 48 h; AID 504832, 2011; Potency, µM (top dose mostly 28.7 µM), inactives show at the highest dose activity change, negative = inhibition, hits mostly inhibitors; further: potency means the concentration at half of the fitted maximal effect; on the % scale 0 is the no-effect control and ±100 the full control effect
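Luciferase-expressing P. falciparum in infected erythrocytes (2% hematocrit, 0.1% parasitemia final) in RPMI 1640/0.5% Albumax were exposed to compound for 48 hours at 37 C, 5% CO2; growth read as luminescence.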
FBPA Giardia inh = qHTS Assay for Inhibitors of Fructose-1,6-bisphosphate Aldolase from Giardia Lamblia | AID 2451, 2010 | 0.71% of 290,000 active | A8B2U2 | purified Giardia FBPA | Potency, µM (top dose mostly 59.6 µM), for inactives: at the top dose activity, negative = inhibition, hits mostly inhibitors; further: potency means the concentration at half of the fitted maximal effect; on the % scale 0 is the no-effect control and ±100 the full control effect; nearly all actives have a fitted effect of over 55% in size
Target sequence (A8B2U2 whole entry, looked up): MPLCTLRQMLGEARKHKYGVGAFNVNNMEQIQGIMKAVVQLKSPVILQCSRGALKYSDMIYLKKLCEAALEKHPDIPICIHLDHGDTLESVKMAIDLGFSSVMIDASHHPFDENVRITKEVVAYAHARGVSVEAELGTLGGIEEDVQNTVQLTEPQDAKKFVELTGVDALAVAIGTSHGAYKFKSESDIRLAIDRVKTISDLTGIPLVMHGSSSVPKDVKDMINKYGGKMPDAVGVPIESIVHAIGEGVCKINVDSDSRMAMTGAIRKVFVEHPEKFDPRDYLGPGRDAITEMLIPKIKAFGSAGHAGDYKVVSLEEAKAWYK
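Giardia FBPA (40 nM reagent) was preincubated 10 min at RT with compound (up to 57.5 uM final), then substrate plus GAPDH/TPI/NAD/arsenate coupling system with diaphorase/resazurin was added; resorufin fluorescence (525/598 nm) was read after 20 min.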
Sm TGR block = qHTS Assay for the Inhibitors of Schistosoma Mansoni Peroxiredoxins; Schistosoma mansoni thioredoxin glutathione reductase (TGR), Q962Y6; purified TGR, DTNB reduction, TNB absorbance 405 nm; Potency, µM (series often up to 114 µM), for the others: at the top dose activity change, negative = inhibition, most hits filed as inhibitors; 3% of 360,000 active; AID 485364, 2010; further: potency means the concentration at half of the fitted maximal effect; on the % scale 0 is the no-effect control and ±100 the full control effect; nearly all actives have a fitted effect of over 60% in size
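TGR 20 nM + NADPH 100 uM (dispensed conc.), cpd preinc 15 min RT; start with NADPH (500 uM addition) then DTNB (15 mM addition). Kinetic TNB absorbance, 405 nm filter. Four-parameter Hill fit across titration.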
Shiga inhibitor = A qHTS for Small Molecule Inhibitors of Shiga Toxin; Vero cells, Shiga toxin protein synthesis inhibition reporter; AID 2315, 2010; 9.2% of 290,000 active; inhibition, % at 38.7 µM; in the data active means inhibition mostly above about 28%, no sharp cut-off; inactive means mostly below about 43%; further: 0% is about no effect
* marks the source's active call; other numbers are inactive results; ? = inconclusive; . = not tested or not shown; + = active, no number; [ ] = remark or other dose. Unless noted, the call rests on the fitted dose curve; in most records, active means well fitted curve in the direction sought with a large enough effect; inconclusive means small, poorly fitted or top-dose-only effect, or another doubt; inactive means no such curve, though single readings can be large; an effect the other way counts as inactive or inconclusive. Rows are unselected; about 24% have a hit in one of these screens.

Structure,Pf growth 96h,Cycloheximide cs,Pf growth 48h,FBPA Giardia inh,Sm TGR block,Shiga inhibitor
COc1ccc(C(=O)NC(C(=O)NCC2(N3CCCCC3)CCCCC2)C(C)C)cc1 (configuration not stated),-19%,.,?,.,-3%,.
CCN(CC)CCN1C(=O)C(=O)/C(=C(/O)c2c(C)[nH]c(C(=O)OC)c2C)C1c1cccs1 (configuration not stated),44%[activator],23*,.,-4%,0%,24
COc1ccc(NC(=O)C2CCCO2)cc1OC (configuration not stated),-7%,-2,.,-4%,-24%,-8
COC(=O)c1[nH]c2ccc(C)cc2c1NC(=O)Nc1ccccc1OC,33%[activator],-7,0%,0%,-27%,-4
CN(C(=O)COC(=O)CNC(=O)c1sc2ccccc2c1Cl)c1ccccc1,2%,-5,-12%,4%,4%,2
NC(=O)C1CCN(C(=O)c2ccc3nc(-c4ccccc4)c(-c4ccccc4)nc3c2)CC1,?,1,10µM*,.,-1%,-4
Cc1cccc(C)c1N1C(=O)c2ccccc2C1=O,?,-3,.,0%,-13%,21
CC(=O)NC(=S)Nc1ccc([N+](=O)[O-])cc1C,-20%,-1,-11%,0%,.,-9
CCC(=O)NN1CCc2cc3ccc(C)cc3nc21,24%,-3,-5%,-1%,8%,-4
COc1ccc([N+](=O)[O-])cc1NC(=O)COC(=O)c1ccccn1,40%[activator],19,35%,-25%,0%,14
COc1ccc(-c2c(N)n[nH]c2C)cc1OC,1%,-1,6%,-7%,-6%,-7
Nc1c(C(=O)NCc2ccc3c(c2)OCO3)c2nc3ccccc3nc2n1CCCN1CCOCC1,13%,3,?,?,33%,20
CCOC(=O)COc1ccc(S(=O)(=O)N2CCc3ccccc3C2)cc1,.,-3,?,-3%,2%,1
CCN(CC(=O)Nc1ccc2c(c1)OCCO2)C(=O)CCc1ccccc1Cl,?,.,?,.,-15%,.
Clc1cnc2nc(SC/C=C/c3ccccc3)[nH]c2c1,?,1,?,0%,8%,-1
Cc1ccc(-n2cc(CN(C)Cc3ncc[nH]3)c(-c3cccc(C)c3)n2)cc1,0%,2,2.6µM*,-12%,2%[57.1 µM],-5
CC(C)Cc1nc(SCC(=O)Nc2nnc(CC(C)C)s2)n[nH]1,21%,-1,10%,0%,6%,-10
CN(C)CCCN(C(=O)c1ccc(S(=O)(=O)N(C)C)cc1)c1nc2cc3c(cc2s1)OCO3,18%,8,?,0%,-3%,14
COC(=O)c1ccc(NS(=O)(=O)c2ccc3c(c2)oc(=O)n3C)cc1,-19%,-6,.,12%,-9%,-10
CC/C(=C\C1CCCCC1)C(NP(=O)(c1ccccc1)c1ccccc1)c1ccccc1 (configuration not stated),6.6µM*,-6,9.3µM*,-4%,-4%,-13
COc1cc(OC)c(C(=O)NC2CC(C)(C)NC(C)(C)C2)cc1OC,3%,-1,12%,-5%,-10%,-5
COc1ccc(C(=O)NC(=O)COC(=O)c2ccc3ncsc3c2)cc1,60%[activator],32*,23%,?,5%,35*
Cc1ccc2cc(CCNC(=O)c3ccco3)c(=O)[nH]c2c1C,-26%,61*,72%[activator],8%,?,+
CCO/C=C1/C(=O)N(Cc2ccccc2)C(=O)c2ccccc21,-19%,-7,-5%,?,0%,-6
COc1ccc(NC(=O)NCCN2CCN(c3cc(OC)ccc3OC)CC2)cc1,-25%,1,-9%,4%,-2%,-8
CC(C)C(C(=O)O)N1C(=O)/C(=C/C=C/c2ccco2)SC1=S (configuration not stated),?,-4,75%[activator],?,11µM*,10
Cc1cc(-c2nc3cccnc3s2)ccc1NS(=O)(=O)c1ccc2c(c1)OCCO2,46%[activator],12,-2%,18%,-4%,29
CC(=O)Oc1ccc(S(=O)(=O)c2ccc(OC(C)=O)cc2)cc1,-30%,-2,-5%,16%,-4%,18
COC(=O)c1ccnc(/C=N/O)c1,?,-1,?,-16%,0%,-3
C[C@H](NC(=O)[C@H]1N2C(=O)c3ccccc3C2SC1(C)C)C(=O)N1CCCCC1 (some centres not stated),10%,-2,6%,20µM*,1%,12
c1ccc(CCN(Cc2ccccc2)Cc2nc(C3CC3)no2)cc1,?,9,?,-2%,4%[57.1 µM],5
CCOc1ccc(NC(=O)CCC(=O)c2ccc(-c3ccccc3)cc2)cc1,?,-3,-6%,1%,0%,-15
COc1ccc(C2Nc3ccccc3C(=O)N2NS(=O)(=O)c2ccccc2)cc1OC (configuration not stated),?,1,?,-1%,12%,9
Cc1nn(-c2ccccc2)c2c1C1(C(=O)Nc3ccccc31)N1C(=N2)Sc2ccccc21 (configuration not stated),?,-4,?,2%,-7%,-5
CCOc1cc(/C=C2\SC(=O)N(c3ccc(O)cc3)C2=O)ccc1O,2%,9.3*,-2%,10%,-8%,50*
COc1ccc(N2C(=O)CCC(C(=O)NCCCN3CCC(C)CC3)C2c2ccc(OC)c(OC)c2)cc1 (configuration not stated),159%[activator],-4,5%,1%,-4%,24
COc1ccc2c(C)cc(N3CCCCCC3)nc2c1,?,17,?,?,2%,5
N=c1sccn1CC(=O)Nc1ccc(Cl)cc1[N+](=O)[O-],25%,-2,20%,-2%,40µM*,4
Cc1ccsc1/C=N/n1c(-c2cc(-c3ccccc3)n[nH]2)n[nH]c1=S,?,-1,-10%,-1%,8%,13
COc1cc(/C=N/NS(=O)(=O)c2ccccc2)c(OC)c(OC)c1,18%,-9,24%,-2%,-26%,-3
CN1/C(=C\C(=O)COC(=O)c2ccco2)C(C)(C)c2ccccc21,14%,28,0%,-11%,-32%,9
CC(C)(C)Nc1nc2nonc2nc1NC(C)(C)C,?,-3,.,3%,-1%,-12
COc1ccc(/C=N/Nc2ncc(C(F)(F)F)cc2Cl)cc1OC,47%[activator],5,34%[activator],-9%,3%,20
C=C(C)[C@@H]1CC=C(CN2CCC(CCOC)(C(=O)OCC)CC2)CC1,?,-1,-9%,2%,0%,-4
COC(=O)c1cc(C(=O)OC)cc(N2C(=O)CC(NNC(=O)c3ccccc3Br)C2=O)c1 (configuration not stated),100%[activator],-2,?,-1%,?,-9
CC(C)C(=O)NC(=S)Nc1ccc(S(=O)(=O)Nc2ccccc2)cc1,-18%,-6,2%,2%,-26%,-9
Cc1nc(-c2ccccc2)sc1-c1nc(-c2ccncc2)ncc1S(=O)(=O)c1ccccc1,1.7µM*,13,?,2%,0%,-11
Cn1nnnc1SCCOc1ccc(C#N)cc1,-17%,-3,.,2%,14%[11.4 µM],12
CCCNC(=O)C(=O)Nc1ccc2c(c1)N(S(=O)(=O)c1cccs1)CCC2,56%[activator],.,1%,.,0%,.
COc1ccc(CCNC(=O)CNCC(c2ccccc2)N(C)C)cc1OC (configuration not stated),1%,16,?,11%,15%,4
Cc1ccn2cc(-c3cccc([N+](=O)[O-])c3)nc2c1,176%[activator],30*,61%[activator],?,5%,25
COC(=O)c1cc2sccc2n1Cc1ccc(C)cc1,?,-4,0%,6%,0%,-5
CCOC(=O)C1=NN(c2ccc(Cl)cc2)/C(=C/C2=NCCc3cc(OC)c(OC)cc32)S1,4.1µM*,0,?,4%,9%,-2
CCOc1ccc(CC(=O)N/N=C(\C)c2cccnc2)cc1OCC,0%,-3,7%,12%,4%,-7
O=C(Nc1ccc(F)c(F)c1)C1CCN(S(=O)(=O)c2cccc3nonc23)CC1,?,4,-29%,2%,-8%,-3
CC(=O)Nc1ccc(C(C#N)c2ccccc2)cc1 (configuration not stated),-9%,6,17%,9%,-11%,-9
Brc1ccc(C2=Nn3cnnc3SC2)cc1,?,-2,154%[activator],-2%,10%,22
Cc1[nH]c(=O)c(C(=O)/C=C/c2ccccc2)c2c1CCCC2,?,-1,?,-18%,35µM*,-14
CNC(=O)N(O)C1N(C)C(=O)N(Cc2ccccc2)C1(C)C (configuration not stated),.,-4,3%,8%,-27%,4
O=C(NCc1ccc(OC(F)(F)F)cc1)C1CC2Cn3c(nc4ccccc43)C2N1c1ccccc1 (configuration not stated),51%[activator],0,-9%,-2%,-18%,1

Further results follow.
Structure,Pf growth 96h,Cycloheximide cs,Pf growth 48h,FBPA Giardia inh,Sm TGR block,Shiga inhibitor
O=c1c2ccccc2ncn1-c1ccc(Cl)cc1Cl,16%,-2,-14%,0%,7%,21
COc1cc2c(cc1OC)CN(c1ccc(F)cc1[N+](=O)[O-])CC2,15%,30*,3%,-6%,?,72*
O=C(NCCOc1ccc(Cl)cc1)C1CC(=O)N(c2ccc(F)cc2)C1 (configuration not stated),-22%,-7,-17%,3%,0%,-20
Cc1nc(S(=O)(=O)N(C)c2ccccc2)c(C#N)c(C)c1Cl,74%[activator],-2,?,4%,-10%,-12
C=CCn1c(COc2ccccc2)nc2ccccc21,-13%,29*,-3%,27%,7%,44*
COCCN(C(=O)CNC(=O)c1ccco1)C(C(=O)NC1CCCCC1)c1cccc(OC)c1 (configuration not stated),-13%,2,?,12%,-17%,-8
Cc1ccc(OCC(=O)Nc2ccc(S(=O)(=O)N3CCCCC3)cc2)c([N+](=O)[O-])n1,?,-3,?,-5%,20%,31
COC(=O)CC1Sc2ccccc2NC1=O (configuration not stated),.,1,7%,4%,44%[activator],-4
CC(C)(C)c1ccc(C2C3=C(CCCC3=O)NC3=C2C(=O)c2ccccc23)cc1 (configuration not stated),?,-4,?,-3%,3%,-4
COc1ccc(Cl)cc1NS(=O)(=O)c1cccc2cccnc12,128%[activator],-5,-27%,-14%,-1%,-6
O=C(C[n+]1ccc(-c2cc(C(=O)Nc3cccc(C(F)(F)F)c3)c3ccccc3n2)cc1)c1cccc([N+](=O)[O-])c1,3.3µM*,1,?,-1%,45µM*,-2
Cc1cc(NS(=O)(=O)c2ccc(NC(=O)CCCC(=O)O)cc2)nc(C)n1,.,-2,4%,5%,1%,5
COc1ccc(C2CC(c3ccccc3OC(C)=O)=NN2C(C)=O)cc1 (configuration not stated),-6%,30*,?,0%,-1%,49*
COc1ccc(NC(=O)/C=C/c2ccc(F)cc2)cn1,-6%,51*,26%,-24%,-9%,108*
C/C(=N\NC(=O)CCC(=O)Nc1ccccc1)c1cccs1,?,-1,22%,-1%,3%,-9
COc1ccc(C(=O)Nc2ccccn2)cc1S(=O)(=O)N1CCOCC1,-26%,13,45%[activator],.,-33%,11
CC(C)Oc1ccc(Br)cc1/C=N\NC(N)=S,?,-3,-9%,-25%,-10%,-3

Part of the list above in a different format.
Below each compound: Pf growth 96h	Cycloheximide cs	Pf growth 48h	FBPA Giardia inh	Sm TGR block	Shiga inhibitor
> Cc1ccc(-n2cc(CN(C)Cc3ncc[nH]3)c(-c3cccc(C)c3)n2)cc1
→ 0%	2	2.6µM*	-12%	2%[57.1 µM]	-5
> CCN(CC)CCN1C(=O)C(=O)/C(=C(/O)c2c(C)[nH]c(C(=O)OC)c2C)C1c1cccs1 (configuration not stated)
→ 44%[activator]	23*	.	-4%	0%	24
> Cc1[nH]c(=O)c(C(=O)/C=C/c2ccccc2)c2c1CCCC2
→ ?	-1	?	-18%	35µM*	-14
